# Screening data from PubChem BioAssay.
# Vif-A3G inh – blocks the Vif interaction with human APOBEC3G; 0.076% of 410,000 active; Potency, µM (series often up to 46.1 µM), for inactives: top-dose activity, negative = active, actives largely listed as inhibitors; HeLa A3G-eYFP + Vif (tagged APOBEC3G with the HIV-1 protein that degrades it), YFP fluorescence, overnight; AID 602310;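 further: on the % scale 0 is the no-effect control and ±100 the full control effect; nearly all actives have a fitted effect of over 60% in size; hits raise eYFP signal because A3G escapes Vif-driven loss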
# Target sequence (Q9HC16 whole entry, looked up): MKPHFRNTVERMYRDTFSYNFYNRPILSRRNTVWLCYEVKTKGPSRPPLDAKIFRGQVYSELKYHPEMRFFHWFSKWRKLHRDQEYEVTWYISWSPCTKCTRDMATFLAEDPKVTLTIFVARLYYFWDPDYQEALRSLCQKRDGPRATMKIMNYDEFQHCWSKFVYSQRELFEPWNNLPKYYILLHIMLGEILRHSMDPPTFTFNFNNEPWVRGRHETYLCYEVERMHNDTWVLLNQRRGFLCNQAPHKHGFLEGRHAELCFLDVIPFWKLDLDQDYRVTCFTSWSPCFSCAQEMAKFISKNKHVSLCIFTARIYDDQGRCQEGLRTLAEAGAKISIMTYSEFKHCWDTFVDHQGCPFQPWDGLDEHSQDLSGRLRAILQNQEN
#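 Read-out is eYFP fluorescence (Ex 488/Em 500-530) from Vif-expressing HeLa A3G-eYFP cells; more signal means A3G escaped Vif-mediated degradation. Cells plated overnight, compound pinned in, incubated overnight at 37 deg C.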
# Vif-A3F inh – Vif-A3F binding inhibition | HeLa A3F-eYFP + Vif (tagged APOBEC3F with the HIV-1 protein that degrades it), YFP fluorescence increase | Potency, µM (titrated, usually from 46.1 µM), without a hit: top-dose activity, negative = active | 0.2% of 390,000 active; further: % of control where 0% means no effect; nearly all actives have a fitted effect of over 65% in size
#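 HeLa cells stably expressing Vif plus C-terminally eYFP-tagged A3F were seeded, incubated overnight at 37 deg C, dosed with compound, incubated overnight again at 37 deg C. Yellow fluorescence (Ex 488/Em 500-530) reported blocked Vif-mediated A3F-eYFP degradation.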
# ALOX12 inh – blocks human arachidonate 12S-lipoxygenase; P18054; purified 12hLO, xylenol orange hydroperoxide absorbance; Potency, µM (highest dose often 108 µM), without a hit: top-dose activity change, negative = inhibition, actives largely listed as inhibitors; 1.1% of 580,000 active; AID 1671190; further: on the % scale 0 is the no-effect control and ±100 the full control effect
#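 Hydroperoxide product was detected by ferrous iron/xylenol orange as the 573 to 405 nm absorbance ratio. Arachidonic acid at 40 uM (final) was turned over for 30 min at room temperature by 150 nM human 12hLO, pH 7.0 Hepes buffer, after 15 min compound preincubation.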
# TrxR1 substrate – substrates of rat thioredoxin reductase 1 | O89049 | purified TrxR1 substrate turnover, NADPH consumption readout | Potency, µM (top dose mostly 114 µM), without a hit: at the top dose activity change, negative = substrate turnover | 0.01% of 390,000 active | AID 588456; further: on the % scale 0 is the no-effect control and ±100 the full control effect; nearly all actives have a fitted effect of over 50% in size
# Target sequence (O89049 whole entry, looked up): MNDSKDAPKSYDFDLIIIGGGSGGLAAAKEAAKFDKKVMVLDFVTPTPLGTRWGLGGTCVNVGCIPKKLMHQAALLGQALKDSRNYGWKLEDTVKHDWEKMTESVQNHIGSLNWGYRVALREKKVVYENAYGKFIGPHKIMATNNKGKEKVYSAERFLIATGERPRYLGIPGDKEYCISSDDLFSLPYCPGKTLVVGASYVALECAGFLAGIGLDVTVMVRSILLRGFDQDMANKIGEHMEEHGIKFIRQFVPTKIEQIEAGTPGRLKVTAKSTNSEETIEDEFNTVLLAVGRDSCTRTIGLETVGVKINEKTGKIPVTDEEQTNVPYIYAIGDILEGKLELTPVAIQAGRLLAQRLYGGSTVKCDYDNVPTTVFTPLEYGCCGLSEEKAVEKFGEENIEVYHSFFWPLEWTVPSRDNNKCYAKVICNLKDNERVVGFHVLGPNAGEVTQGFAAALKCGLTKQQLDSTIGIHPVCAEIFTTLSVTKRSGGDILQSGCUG
#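 Rat TrxR1, dispensed at 90 nM, was prereduced with 400 uM NADPH (final) for 5 min at ~22 deg C, then incubated with compound 15 min before 400 uM selenite. A first-read NADPH fluorescence drop versus no-compound background flagged substrates.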
# USP1-UAF1 inh – USP1/UAF1 (human) deubiquitinase inhibition; AID 743255; O94782; Potency, µM (titrated, usually from 57.1 µM), for inactives: top-dose activity change, negative = inhibition, actives largely listed as inhibitors; recombinant USP1/UAF1, Ub-Rhodamine cleavage fluorescence; 0.23% of 390,000 active; further: on the % scale 0 is the no-effect control and ±100 the full control effect; nearly all actives have a fitted effect of over 60% in size; inactives centre near -12
#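 1 nM enzyme complex + cpd, 15 min RT; start with Ub-Rho 150nM final; kinetic fluorescence ex 480/em 540, 6 reads q60 s. Buffer 50mM HEPES pH 7.8, 0.5mM EDTA, 0.1 mg/ml BSA, 1mM TCEP, 0.01% Tween-20.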
# RGS4 inhibitor – inhibitors of human regulator of G protein signaling 4; Potency, µM (series often up to 114 µM), without a hit: at the top dose activity change, negative = inhibition, actives largely listed as inhibitors; Transcreener GDP fluorescence polarization, RGS4-accelerated GTP hydrolysis; 0.039% of 390,000 active; further: on the % scale 0 is the no-effect control and ±100 the full control effect; nearly all actives have a fitted effect of over 75% in size; some results filed as inactive show a strong effect at the top dose
# Target sequence (P49798 whole entry, looked up): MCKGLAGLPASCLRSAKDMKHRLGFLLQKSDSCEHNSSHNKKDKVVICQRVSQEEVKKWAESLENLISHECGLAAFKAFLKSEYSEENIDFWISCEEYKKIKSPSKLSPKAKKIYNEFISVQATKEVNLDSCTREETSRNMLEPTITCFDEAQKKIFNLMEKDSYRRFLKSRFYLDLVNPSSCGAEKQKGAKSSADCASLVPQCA
#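 MLSMR compounds (23 nl, pin-transferred) preincubated 10 min at room temperature with a 500nM (2x) first reagent, then RGS4 at 900nM (2x) plus Transcreener GDP mix added; fluorescence polarization (620/688 nm) read before and after 90 min at 30 °C.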
# rTrxR1 inhibitor – blocks rat thioredoxin reductase 1. recombinant rTrxR1, NADPH fluorescence consumption, selenite substrate. Potency, µM (doses to about 114 µM), for the others: top-dose activity change, negative = inhibition, hits mostly inhibitors. 1% of 390,000 active. AID 588453; further: on the % scale 0 is the no-effect control and ±100 the full control effect; nearly all actives have a fitted effect of over 65% in size
#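 Rat TrxR1 (90 nM in the dispensed reagent) was pre-reduced with 400 uM NADPH for 5 min at room temperature, then incubated with compound for 15 min. After 400 uM selenite was added, NADPH fluorescence (Ex 340/Em 450 nm) was followed for 8 min.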
# RXFP1 ag – activates the human relaxin receptor RXFP1; Q9HBX9; HEK293T-RXFP1 cAMP TR-FRET, 30 min; response scale: percent of porcine relaxin response, buffer zero; Potency, µM (series often up to 57.5 µM), for the others: at the top dose activation, actives largely listed as activators; 0.3% of 370,000 active; AID 2676; further: on the % scale 0 is the no-effect control and ±100 the full control effect; nearly all actives have a fitted effect of over 60% in size; many of its hits are not listed in these tables
#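 HEK293 cells stably expressing RXFP1, treated 30 min at 37C with compounds plus PDE4 inhibitor Ro 20174; cAMP measured by HTRF TR-FRET. Normalized to buffer and 29 nM porcine relaxin; EC50 by Hill fit.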
# mIDH1 inhibitor – blocks human mutant IDH1 R132H enzyme; Potency, µM (doses to about 76.6 µM), without a hit: at the top dose activity change, negative = inhibition, usual class: inhibitors; IDH1-R132H enzyme, NADPH consumption, diaphorase/resazurin fluorescence; O75874; 0.093% of 390,000 active; further: on the % scale 0 is the no-effect control and ±100 the full control effect; nearly all actives have a fitted effect of over 65% in size
#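 IDH1-R132H (0.5 ug/mL dispensed) in pH 7.5 Tris buffer was preincubated 30 min with compound, then given a substrate mix of 0.016 mM NADPH and 2 mM alpha-KG for 80 min at room temperature; remaining NADPH was read by diaphorase/resazurin fluorescence.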
# Starred values were filed as active, the others as inactive; u = inconclusive; x = no result given; [ ] = dose if it differs, or a comment. The call rests on the fitted dose curve; in most records, active means well fitted curve in the direction sought with a large enough effect; inconclusive means small, poorly fitted or top-dose-only effect, or another doubt; inactive means no such curve, though single readings can be large; an effect the other way counts as inactive or inconclusive. Potency means the concentration at half of the fitted maximal effect. Some of the compounds tested. The share of hits here may be higher or lower than overall.
entry	SMILES	Vif-A3G inh	Vif-A3F inh	ALOX12 inh	TrxR1 substrate	USP1-UAF1 inh	RGS4 inhibitor	rTrxR1 inhibitor	RXFP1 ag	mIDH1 inhibitor
1	Cc1ccc(NC(=O)COC(=O)CC2CCCC2)cc1F	2%	-8%	-25%	1%[11.4 µM]	-27%	7%	-11%[11.4 µM]	x	10%
2	O=C(Nc1ccccc1)NC1CCCc2ccccc21 (stereo not given)	-1%	1%	-10%	5%	-11%	24%	37%[activator]	3.2%	6%
3	NS(=O)(=O)c1ccc(CCNC(=O)COC(=O)CN2C(=O)C3CCCCC3C2=O)cc1 (stereo not given)	3%	-2%	-11%	2%[57.1 µM]	-9%	3%	20%[57.1 µM]	0.5%	9%
4	COc1ccc(CCNC(=O)C2CCN(S(=O)(=O)c3ccc(Cl)cc3)CC2)cc1OC	-6%	-2%	-17%	7%	-13%	-14%	24%	2.2%	1%
5	O=c1[nH]n(-c2ccccn2)c(=O)c2ccccc12	0%	x	u	-3%	-9%	u	4%	-0.1%	2%
6	Cc1ccc(C(=O)Nc2ccc(N3CCN(C)CC3)cc2)cc1C	3%	-3%	6%	-2%	-17%	4%	9%	-2.3%	-4%
7	O=C(Nc1ccc(F)c(Cl)c1)N1CCN(C(=O)c2nsc3ccccc23)CC1	x	x	-12%	1%	-6%	-12%	7%	-1.1%	x
8	O=C(Cn1cnc2ccccc2c1=O)NCc1cccs1	-5%	-19%	6%	-3%[57.1 µM]	-4%	-29%	15%[57.1 µM]	13%	-2%
9	COc1cccc(C(=O)Nc2ccc(Oc3cccc(C(F)(F)F)c3)nc2)c1	u	1%	u	0%	-13%	0%	20%	-1.5%	10%
10	Cc1ccsc1/C=N/NC(=O)C1CC(=O)N(c2ccccc2)C1 (stereo not given)	-7%	-5%	-1%	-10%	-4%	-23%	-15%	-0.5%	5%
11	COCCN1Cc2cccc(C(=O)Nc3ccc4c(c3)OCCO4)c2C1=O	1%	-1%	419%[activator]	3%[57.1 µM]	-10%	-6%	3%[57.1 µM]	1.1%	-2%
12	CCOC(=O)CCSc1nc(C)c2ccccc2n1	0%	5%	-22%	-3%	-6%	1%	-10%	6.1%	-1%
13	O=C(O)/C=C(\Oc1ccccc1)C1(O)CCCCC1	1%	5%	0%	2%	-21%	-7%	23%	-1.5%	-1%
14	O=C(COC(=O)COc1ccc(Cl)cc1)Nc1ncc(Br)s1	2%	1%	-2%	2%[57.1 µM]	-16%	-47%	-3%[57.1 µM]	-1.0%	10%
15	Cc1cccc(NC(=O)CC2NC3CCCCC3NC2=O)c1 (stereo not given)	0%	3%	-13%	-6%	-14%	-6%	-15%	-0.8%	6%
16	C=CCNc1nnc(SCC(=O)Nc2ccccc2OC)c2ccccc12	-8%	-3%	-13%	13%[0.0914 µM]	-8%	-4%	13%[57.1 µM]	4.3%	-7%
17	CCOC(=O)c1cnn(-c2cccc(Cl)c2)c1C1CCN(C(=O)OC(C)(C)C)CC1	1%	-1%	u	-6%	-33%	-2%	9%	1.2%	11%
18	COc1cccc(C(=O)N(c2ccc(OC)cc2OC)C2C=CS(=O)(=O)C2)c1 (stereo not given)	2%	-1%	-24%	9%	-1%	22%	11%	-3.3%	15%
19	O=C(C1CCCN(Cc2cccc(F)c2)C1)N1CCCCC1 (stereo not given)	0%	1%	u	-4%	-13%	10%	-2%	-2.4%	4%
20	O=C(Nc1cccc(S(=O)(=O)N2CCCCCC2)c1)c1ccc(=O)[nH]c1	4%	-2%	147%[activator]	0%	-18%	-1%	11%	2.5%	-11%
21	COc1ccc(CC(=O)Nc2nnc(C)s2)cc1	-5%	x	0%	2%	-9%	14%	7%	2.1%	1%
22	Cc1cccc(-c2nc(CSCC(=O)N3CCN(c4ccccc4)CC3)c(C)o2)c1	1%	2%	2%	-6%	-8%	10%	11%	-2.9%	-2%
23	C=CCN(c1ccccc1)S(=O)(=O)c1ccc2c(c1)oc(=O)n2C	u	-22%	-35%	1%[57.1 µM]	-6%	0%	9%[57.1 µM]	1.1%	-6%
24	CCOC(=O)C(NC(=O)c1ccc(OC)cc1)(N1CCOCC1)C(F)(F)F (stereo not given)	-1%	-1%	7%	12%	-16%	43%	11%	0.5%	3%
25	COC(=O)c1ccc(CSc2nnc(NC(=O)c3cc4c(s3)CCCC4)s2)cc1	3%	4%	0%	2%	3%	-38%	-9%	17%	2%
26	Cc1c2cnn(CC(=O)NCC(C)c3ccccc3)c(=O)c2c(C)n1Cc1cccc(Cl)c1 (stereo not given)	3%	-14%	-18%	5%	-24%	0%	16%	1.3%	-14%
27	CN(C)C(=O)Cn1cc(S(=O)(=O)Cc2ccccc2)c2ccccc21	3%	2%	10%	-7%	-5%	23%[11.4 µM]	0%	-0.3%	-8%
28	CC1=NN(c2cccc(F)c2)C(=O)/C1=C/c1ccc(N(C)C)cc1	3%	-1%	-2%	-13%[57.1 µM]	5%	-1%	-16%[57.1 µM]	0.3%	2%
29	CCN(CC)CCSc1nc(O)c(Cc2ccccc2)c(=O)n1-c1ccccc1	-1%	1%	0%	-2%[57.1 µM]	-21%	-16%	15%	-2.1%	3%
30	CC1(C)Cc2cccc(OCC(=O)OCC(=O)Nc3ccccc3)c2O1	3%	5%	u	3%	-8%	10%	12%	1.7%	0%
31	NS(=O)(=O)c1ccc(-c2c(-c3ccccc3)sc3ccccc23)cc1	-5%	u	u	0%	u	-11%	-7%	3.2%	-11%
32	COC(=O)C[C@@H]1C[C@@H]2c3cc(NS(=O)(=O)c4ccc(F)cc4)ccc3O[C@@H]2[C@H](CO)O1	0%	-1%	2%	x	-32%	x	x	x	0%
33	COc1cccc(CN(C)C(=O)c2sccc2-c2ccccc2)c1OC	0%	2%	u	1%	-8%	-13%	17%	0.5%	12%
34	CSCc1cc(N2CCOCC2)nc(-c2ccccc2)n1	-3%	2%	-9%	2%[57.1 µM]	-1%	18%	5%[57.1 µM]	0.4%	7%
35	NS(=O)(=O)c1ccc(CCNCc2cccs2)cc1	0%	-11%	-3%	-14%[57.1 µM]	-16%	-8%	20%[57.1 µM]	-3.0%	11%
36	CS(=O)(=O)c1ccc(NS(=O)(=O)c2ccc3ccccc3c2)cc1	0%	2%	x	5%	-19%	-2%	17%	-0.1%	15%
37	Cc1ccc(NC(=O)CCC(=O)OC(C)C(=O)c2ccccc2)cc1 (stereo not given)	1%	1%	18%	2%	-9%	15%	14%	-0.9%	2%
38	CCOc1ccc(N(C)S(=O)(=O)c2c(C(=O)N3CCC(C)CC3)c(C)n(C)c2C)cc1	5%	6%	-26%	-2%[57.1 µM]	-20%	7%	2%[57.1 µM]	1.0%	-5%
39	Cc1ccc(Cn2c(SCc3ccc(C(=O)NC4CCCCC4)cc3)nc3ccncc32)cc1	-3%	6%	-20%	0%	-20%	6%	18%	2.9%	-20%
40	CCCCNc1cc(C)oc(=O)c1C(C)=O	1%	-17%	4%	2%	-13%	-17%	11%	-1.0%	-1%
41	O=C(Nc1nncs1)C12CC3CC(CC(C3)C1)C2	-3%	14%	145%[activator]	6%	-5%	-10%[56.9 µM]	18%	2.4%	2%
42	COc1ccc(C2C(C(=O)c3cccs3)=C(O)C(=O)N2c2nnc(C)s2)cc1OC (stereo not given)	-18%	-13%	x	7%	4µM*	-12%	-3%	4.8%	6%
43	COc1ccc(CNC(=O)C2CC(c3ccc(OC)cc3)=NO2)cc1 (stereo not given)	-2%	-9%	20%	0%	-7%	20%	20%	2.3%	7%
44	CN(Cc1cccc(Cl)c1Cl)CC(O)COc1ccccc1 (stereo not given)	1%	-13%	0%	-10%	-4%	23%	7%	0.0%	8%
45	CCN(C(=O)COC(=O)CSc1ccc(C(N)=O)cc1[N+](=O)[O-])C1CCCCC1	0%	2%	x	0%	-16%	-17%	4%	0.6%	7%
46	COc1ccc(CCNC(=O)c2ccc3c(c2)sc2nc(-c4ccccc4)cn23)cc1OC	3%	-22%	-20%	6%[11.4 µM]	3%	-15%	23%	0.2%	20%
47	CC[n+]1c(C)sc2cc(C)ccc21	0%	2%	u	1%	-21%	u	31%	-2.3%	-9%
48	COc1cc2nc(CN(C)Cc3ccc(SC)cc3)[nH]c(=O)c2cc1OC	7%	-23%	15%	3%	-16%	2%[11.4 µM]	11%	8.2%	3%
49	O=C(COC(=O)/C=C/c1ccc(Cl)cc1)NCCc1ccccc1	1%	-1%	-7%	8%	-6%	-18%	8%[57.1 µM]	1.5%	2%
50	O=C(CN1CCN(c2ccccn2)CC1)Nc1ccccc1F	1%	-8%	-9%	8%	-9%	11%	17%	0.8%	10%
51	COc1cc(/C=N/N2C(=O)C3C4c5ccccc5C(c5ccccc54)C3C2=O)ccc1O (stereo not given)	-11%	u	-24%	-6%	5%	6%	-6%	0.9%	1%

# Whole records as entered above. Order of screens: Vif-A3G inh	Vif-A3F inh	ALOX12 inh	TrxR1 substrate	USP1-UAF1 inh	RGS4 inhibitor	rTrxR1 inhibitor	RXFP1 ag	mIDH1 inhibitor
# `COc1cc(/C=N/N2C(=O)C3C4c5ccccc5C(c5ccccc54)C3C2=O)ccc1O` (stereo not given) as listed: -11%	u	-24%	-6%	5%	6%	-6%	0.9%	1%
# `COc1ccc(CCNC(=O)c2ccc3c(c2)sc2nc(-c4ccccc4)cn23)cc1OC` as listed: 3%	-22%	-20%	6%[11.4 µM]	3%	-15%	23%	0.2%	20%
